Pyk2 oligo antag: antagonists of Pyk2 self-association, primary screen, Q293 cells, FERM NanoBiT luminescence, HTS. z-score (the deposit names both 25 µM and 10 µM). AID 1347419, 2020. Protein-tyrosine kinase 2-beta (Homo sapiens), Q14289. active compounds read low. 99,000 tested, 0.83% active;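 active = Z-score of -3 or lower, scaled per plate to the spread of control and sample wells; inactive = z-score above -3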;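 note: negative z-score means lost luminescence so less FERM oligomerization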
CYP2C19 activ: human CYP2C19 activators, primary screen, biochemical, luminescence. recombinant CYP2C19, luciferin-H EGE luminescence; active compounds read high; 0 = fully inhibited enzyme, 1 = untreated enzyme. activation factor at 5 µM. 96,000 tested, under 10 active. AID 1025, 2008;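 active = activation factor of at least 2 at 5 µM in the primary screen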;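 note: 0 = wells with 2.5 mM tranylcypromine and 1 = vehicle-only wells; values of inactives mirror those of a sister screen read the other way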
CYP2C9 act: human CYP2C9 activators, primary screen, biochemical, luminescence. Cytochrome P450 2C9 (Homo sapiens), P11712. recombinant CYP2C9, luciferin-H conversion; active compounds read high; factor 1 = untreated enzyme, 0 = blocked. activation factor at 5 µM. 96,000 tested, 1.4% active. AID 1024, 2008;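 active = activation factor of 2 or more for CYP2C9 at a 5 µM dose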;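 note: 0 = sulfaphenazole-blocked wells and 1 = vehicle-only wells; values of inactives mirror those of a sister screen read the other way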
Target sequence (P11712 whole entry, looked up): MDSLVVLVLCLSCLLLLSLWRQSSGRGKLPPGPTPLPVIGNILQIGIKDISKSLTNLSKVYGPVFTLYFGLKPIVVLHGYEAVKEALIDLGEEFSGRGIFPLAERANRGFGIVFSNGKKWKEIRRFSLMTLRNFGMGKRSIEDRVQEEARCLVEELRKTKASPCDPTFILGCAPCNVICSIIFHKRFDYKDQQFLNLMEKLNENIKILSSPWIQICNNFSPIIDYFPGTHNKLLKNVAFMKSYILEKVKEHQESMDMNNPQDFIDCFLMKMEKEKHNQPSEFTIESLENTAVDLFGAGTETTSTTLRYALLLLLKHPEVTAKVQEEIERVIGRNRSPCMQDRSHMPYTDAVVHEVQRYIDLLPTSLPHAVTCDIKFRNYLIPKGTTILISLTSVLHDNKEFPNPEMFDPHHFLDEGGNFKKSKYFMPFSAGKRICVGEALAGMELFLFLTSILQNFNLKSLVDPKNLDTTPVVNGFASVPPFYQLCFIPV
CD11b adhes inh: inhibitors of CD11b/CD18 adhesion to fibrinogen, primary screen, K562 cells, luminescence; ATPlite luminescence; Mn2+ added to activate the integrin; inhibition, % at 10 µM; 93,000 tested, 0.54% active;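 active = primary inhibition of 50% or more at 10 µM, then 40% or more on retest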; note: some results filed as inactive read as strong as hits
CYP2C9 inhib: blockers of cytochrome P450 2C9 activity – biochemical, luminescence, ADME assay, primary screen; P11712; CYP2C9 Supersomes, luciferin-H conversion; inhibition, % at 5 µM; 96,000 tested, 20% active; AID 777, 2007;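 active = blocking of liver enzyme CYP2C9 beyond about 50% at 5 µM, limit read from the data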; note: values of inactives mirror those of a sister screen read the other way
Mac1 fbg enh: enhancers of CD11b/CD18 adhesion to fibrinogen, primary screen, K562 cells, luminescence | activation, % at 10 µM | 93,000 tested, 0.07% active | ATPlite luminescence;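 active = 10 µM primary screen giving 50% or more activity, confirmed by 40% or more on retest at that dose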; note: strong numbers were not always called active; reference of the scale not given here
MT1-MMP txn act: MT1-MMP promoter reporter activation – cell-based, luciferase luminescence, primary screen; HT1080 MT1-MMP promoter luciferase reporter, overnight; active compounds read high; activation factor at 10 µM; 86,000 tested, 0.16% active; AID 750, 2007;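 active = activation factor of at least 2 for MT1-MMP transcription at 10 µM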
PLAP activator: PLAP enzyme activators, biochemical, luminescence, HTS; 96,000 tested, 1.2% active; AID 696, 2007; activation fold at 20 µM; purified PLAP enzyme, luminescent substrate read-out; active compounds read high; in the data active = activation fold above about 2
Target sequence (P05187 whole entry, looked up): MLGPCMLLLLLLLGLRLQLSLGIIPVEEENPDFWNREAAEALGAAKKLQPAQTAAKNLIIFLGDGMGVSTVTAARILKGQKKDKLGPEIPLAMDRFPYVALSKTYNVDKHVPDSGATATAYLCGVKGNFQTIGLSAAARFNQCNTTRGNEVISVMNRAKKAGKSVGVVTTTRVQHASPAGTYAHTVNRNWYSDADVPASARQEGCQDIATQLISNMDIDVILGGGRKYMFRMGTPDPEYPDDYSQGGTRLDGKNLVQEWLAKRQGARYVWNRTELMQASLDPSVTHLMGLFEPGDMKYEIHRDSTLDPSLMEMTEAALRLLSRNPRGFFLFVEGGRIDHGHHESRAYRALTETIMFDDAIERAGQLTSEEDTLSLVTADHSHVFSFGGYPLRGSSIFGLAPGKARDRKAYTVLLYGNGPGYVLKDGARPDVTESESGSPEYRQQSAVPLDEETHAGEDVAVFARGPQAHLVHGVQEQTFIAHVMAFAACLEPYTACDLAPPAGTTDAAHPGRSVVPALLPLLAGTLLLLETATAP
CYP2C19 inh: blockers of cytochrome P450 2C19 activity – biochemical, luminescence, ADME assay, primary screen; inhibition, % at 5 µM; CYP2C19 Supersomes, luciferin-H EGE luminescence, 30 min; 96,000 tested, 21% active; AID 778, 2007; P33261;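 active = CYP2C19 inhibition above a set limit at 5 µM in the primary screen, cut at about 50% in these data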;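 note: plate controls were negative control wells for no effect and 2.5 mM tranylcypromine positive control for full effect; values of inactives mirror those of a sister screen read the other way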
Active calls of the source: *; . = not tested or not shown. The order is random (roughly 31% active in at least one column).

SMILES	Pyk2 oligo antag	CYP2C19 activ	CYP2C9 act	CD11b adhes inh	CYP2C9 inhib	Mac1 fbg enh	MT1-MMP txn act	PLAP activator	CYP2C19 inh
Cc1cc(C)c(C#N)c(N2CCCC(C(N)=O)C2)n1 (centres undefined)	1.1	1	1.1	-4	-5	2	1	0.9	-4
CC(NC(=O)c1ccco1)C(c1cccs1)N1CCN(c2ccccc2)CC1 (centres undefined)	.	0.4	0.7	-13	25	3	1.1	1.2	56*
CCOC(=O)C1=C(c2ccccc2)Nc2ncnn2C1c1cc(OC)cc(OC)c1OC (centres undefined)	-0.44	0.7	0.7	-1	26	1	1	1.4	30
CCOC(=O)c1c(C)sc2c1N(C(=O)CCl)c1cc(Cl)ccc1S2	0.14	0.7	0.6	31	44	-5	0.1	1	34
Cc1c(C#N)c(NC(=O)c2ccccc2)n(Cc2ccccc2)c1C	-1.3	0.8	0.4	-1	61*	-3	.	0.8	23
CCOc1ccc2[nH]c(=O)c(CN(Cc3ccco3)C(=O)c3ccc(Br)cc3)cc2c1	-0.03	1	0.9	8	11	-2	1.2	1.1	0
O=C(CCCNC(=O)/C(=C\c1ccc(F)cc1)NC(=O)c1ccccc1)OCc1ccccc1	0.2	0.4	0.5	.	46	.	.	1	63*
CSc1nc(Cl)cc(N(CCO)CCO)n1	0.54	1	1.3	.	-32	.	.	0.8	-4
CCn1ncc(/C=N/NS(=O)(=O)c2ccc(Cl)cc2)c1C	-0.35	0.3	0.1	-4	88*	-2	.	1	67*
CC1CC(C)CN(C(=O)CSc2nnc(-c3ccc(F)cc3)o2)C1 (centres undefined)	.	0.5	1	4	3	-1	1.1	0.8	50

Ordered by length of the SMILES (falling): some entries from above
SMILES	Pyk2 oligo antag	CYP2C19 activ	CYP2C9 act	CD11b adhes inh	CYP2C9 inhib	Mac1 fbg enh	MT1-MMP txn act	PLAP activator	CYP2C19 inh
CCOc1ccc2[nH]c(=O)c(CN(Cc3ccco3)C(=O)c3ccc(Br)cc3)cc2c1	-0.03	1	0.9	8	11	-2	1.2	1.1	0
CCOC(=O)c1c(C)sc2c1N(C(=O)CCl)c1cc(Cl)ccc1S2	0.14	0.7	0.6	31	44	-5	0.1	1	34
Cc1c(C#N)c(NC(=O)c2ccccc2)n(Cc2ccccc2)c1C	-1.3	0.8	0.4	-1	61*	-3	.	0.8	23

The main list resumes, repeating the two entries before the break.
SMILES	Pyk2 oligo antag	CYP2C19 activ	CYP2C9 act	CD11b adhes inh	CYP2C9 inhib	Mac1 fbg enh	MT1-MMP txn act	PLAP activator	CYP2C19 inh
CCn1ncc(/C=N/NS(=O)(=O)c2ccc(Cl)cc2)c1C	-0.35	0.3	0.1	-4	88*	-2	.	1	67*
CC1CC(C)CN(C(=O)CSc2nnc(-c3ccc(F)cc3)o2)C1 (centres undefined)	.	0.5	1	4	3	-1	1.1	0.8	50
Cn1c(=O)cc(SCC(=O)NCCCN2CCN(c3ccccc3F)CC2)c2ccccc21	-0.11	1	1.2	-3	-18	-8	1.2	1.4	-2
CCN(CC)c1ccc(/C=C2/C(=O)N(c3ccc([N+](=O)[O-])cc3)N=C2N2CCOCC2)cc1	.	1	1	-13	0	-3	1.3	0.8	-3
CCSc1nnc(NC(=O)C(CC)Oc2ccccc2)s1 (centres undefined)	-0.21	0.7	0.2	9	80*	-1	0.9	1	34
COc1cccc(CNn2cnnc2)c1OCc1ccccc1F	0.6	0.2	0.7	-18	30	3	1	1.5	76*
Cc1ccc(Cn2c(SCCN3CCOCC3)nc3c2c(=O)n(C)c(=O)n3C)cc1	-0.09	0.9	0.5	-1	49	0	1	1.6	10
CC1(Cc2ccc3c(c2)OCO3)NC(=O)NC1=O (centres undefined)	1.2	1	1.2	25	-24	0	1	1.1	-4
COc1ccc(C(=O)Nc2ccc(C(=O)OCC(=O)c3ccccc3)cc2)cc1	-0.66	1	0.9	5	6	13	.	1	1
O=C(Nc1cccnc1)C1CC(c2ccc(Cl)c(Cl)c2)=NO1 (centres undefined)	0.97	0.1	0.4	-16	56*	-1	1.3	1.4	94*
CCOC(=O)C1=C(C)NC(C)=C(C(=O)OCC)C1C(=O)OCC(=O)N1CCCCC1CC (centres undefined)	-0.22	0.4	0.3	-5	67*	2	1.2	1.6	62*
CS(=O)(=O)N1CCN(c2cccc(Cl)n2)CC1	-0.57	0.5	0.8	4	20	-2	1.2	0.9	46
COc1ccc(NC(=O)C2=C(C)Nc3ncnn3C2c2ccccc2C(F)(F)F)c(OC)c1 (centres undefined)	-0.27	0.6	0.5	12	45	1	1.1	1.5	38
Cc1cccc2sc(NC(=O)CNS(=O)(=O)c3ccc(Br)s3)nc12	-2.6	0.3	1.4	.	-42	.	1.1	1.7	65*
COc1ccc(S(=O)(=O)n2oc(=O)cc2-c2ccccc2)cc1OC	-0.54	0	1.9	3	-91	3	1.4	1.6	97*
COc1ccc(C/C(N)=N/OC(=O)Cc2ccccc2)cc1	-0.43	1	1	.	0	.	.	0.9	0
Cc1cc(Cl)ccc1OCc1nc(-c2ccc(O)cc2)n[nH]1	-1.8	0	0.1	15	94*	2	1.1	1.5	97*
N#CCN1CCN(CCC(=O)Nc2ccc(OCc3ccccc3)cc2)CC1	2.3	0.9	0.9	17	6	61	.	1.4	8
COC(=O)c1cc(NC(=O)CN2CCOCC2)cc(C(=O)OC)c1	0.31	1	0.9	-2	14	-3	1.1	0.9	2
Cc1onc(-c2ccccc2Cl)c1C(=O)N1CC(C)OC(C)C1 (centres undefined)	-0.59	0.9	1.1	-12	-6	1	1.1	1.2	14
CN(CC(=O)Nc1ccccc1N1CCOCC1)S(=O)(=O)c1ccc(Cl)cc1	-1.7	0.8	0.9	-11	6	-4	1	1	21
COc1ccc(C(=O)CSc2nc3ccccc3n2CC(=O)c2ccccc2)cc1	-0.64	0.5	0.2	0	76*	1	.	0.9	54*
Nc1nc(SCC(=O)N2N=C3/C(=C/c4ccco4)CCCC3C2c2ccco2)n[nH]1 (centres undefined)	-0.53	0.5	0.6	4	36	21	.	2.1*	51*
O=C(NCc1ccco1)c1c[nH]c2ccc(S(=O)(=O)N3CCOCC3)cc2c1=O	-0.78	0.8	0.5	.	47	.	1.2	1.3	24
CCOc1cc(-c2nc(-c3ccc(C)nc3OCC)no2)cc(OCC)c1OCC	0.3	1	0.8	-34	19	11	1.3	1.1	2
CC(C)(C)c1ccc(SCC(N)=O)cc1	0.8	1.1	1.1	-4	-14	6	1	1	-9
O=C(CC1(O)C(=O)N(CCc2ccccc2)c2ccccc21)c1ccco1 (centres undefined)	-0.46	0.3	0.3	-3	74*	-3	1.1	0.9	71*
CCOC(=O)C(=CNc1ccc(C)cc1C)C(=O)OCC	-3.2*	1	0.8	3	21	-2	.	1.1	-4
CCOC(=O)C1CCN(S(=O)(=O)c2ccc(-c3nc4ccccc4s3)s2)CC1	.	0.8	0.5	-9	48	55	1.7	1	22
COc1ccc(C(=O)/C=C(\C)Nc2ccc3c(c2)OCO3)cc1	-0.08	0.9	0.9	.	5	.	.	0.9	11
COC(=O)c1ccc(NC(=O)CN2C(=O)C3C4C=CC(C4)C3C2=O)cc1 (centres undefined)	0.53	0.9	0.8	-38	24	-5	1.2	1	11
CC(C)COc1ccc(-c2nn(-c3ccccc3)cc2C(=O)Nc2nccs2)cc1	-0.79	0.8	0.6	-7	37	-4	1	1.2	16
Cc1cc(Br)ccc1NC(=O)CCN1C(=O)c2ccncc2C1=O	-0.13	0.7	0.6	13	44	4	1.1	1.2	34
O=C(O)CCC(=O)N1CCc2cc(S(=O)(=O)N3CCC(Cc4ccccc4)CC3)ccc21	.	0.7	0.8	16	18	-5	1.1	1.3	33
COc1ccc(-c2cn3ccsc3n2)cc1	-0.42	0.9	0.9	24	10	-3	0.8	1.1	14
CCN(CC)S(=O)(=O)c1cc(C(=O)Nc2cc(Cl)ccc2N2CCN(C)CC2)ccc1Cl	-0.29	0.8	0.6	3	39	-2	.	1.6	16
COc1ccc(OC(=O)CCCN2C(=O)c3ccccc3C2=O)cc1	1.4	0.5	0.9	-42	7	-3	1.2	0.8	53*
COc1ccc(CNC(=O)CN(CC2CCCO2)C(=O)CNS(=O)(=O)c2ccccc2)cc1 (centres undefined)	1	0.9	0.9	-8	12	-3	1.2	1.1	13
Cc1cc(=O)n2nc(N3CCCC3C(=O)NCCCN3CCCCC3)sc2n1 (centres undefined)	0.35	1.2	1.2	4	-19	-3	1.2	1	-18
COc1ccc(Cl)cc1C(=O)Nc1ccc(N(C)C(C)=O)cc1	-0.51	0.7	3.1*	-3	-206	1	1.1	1.9	26
COc1ccc(S(=O)(=O)N2CCCCC2)cc1	-0.18	0.7	1.4	8	-41	0	1.1	1	28
CCn1c(NC(=S)Nc2ccccc2)nc2ccccc21	-0.27	0.7	0.8	.	20	.	.	1	32
COc1ccc2[nH]c3nc(SCc4nnc(-c5ccc(C)cc5)o4)nnc3c2c1	-0.14	0.5	0.3	-5	72*	73	1	1.4	52*
O=C(O)c1oc2ccccc2c1CSc1ccccn1	-0.01	1.1	0.9	-4	11	-6	1.1	1.2	-8
Cc1[nH]n(-c2cccc(Cl)c2)c(=O)c1C=NC12CN3CN(CN(C3)C1)C2	0.23	1.2	1.1	.	-7	.	.	1	-18
COc1ccc(CCNC(=O)CC2COc3ccccc3O2)cc1OC (centres undefined)	0.63	0	0	-7	97*	0	1.2	1.5	97*
COc1ccc(OC)c(NC(=O)CSc2nnc(-c3ccco3)n2-c2ccc(C(=O)O)cc2)c1	-0.33	1	1	-9	-2	-3	1.1	1.2	3
CCOc1ccc(C(=O)CCC(=O)O)cc1	-0.31	0.7	0.9	.	7	.	1.2	0.8	28
O=c1cc2c(nn1Cc1cccc(Cl)c1)-c1ccccc1CC2	0.74	0.2	0	16	100*	-2	1.2	1.2	84*
Cc1nn(-c2ccccc2)c2sc(C(=O)N(CC(=O)NC3CCCC3)Cc3ccco3)cc12	-2.2	0.3	0.3	-15	70*	4	1.2	1.1	72*
CCn1c(Cc2c(C)[nH]c3ccccc23)n[nH]c1=S	0.18	0.1	0.9	0	7	-4	1	1	91*
CC(C)c1cc(C(N)=O)c(NC(=O)c2cccc(COc3ccc(Cl)cc3)c2)s1	0.48	0.3	0.3	1	72*	-6	.	0.9	74*
Remaining list, next part:
SMILES	Pyk2 oligo antag	CYP2C19 activ	CYP2C9 act	CD11b adhes inh	CYP2C9 inhib	Mac1 fbg enh	MT1-MMP txn act	PLAP activator	CYP2C19 inh
CCN(CC)S(=O)(=O)c1ccc(NS(=O)(=O)c2ccc(F)cc2)cc1	-0.15	1	0.1	-20	86*	2	1.1	1.4	5
CS(=O)(=O)N1CCN(c2ccc([N+](=O)[O-])c(NCCN3CCOCC3)c2)CC1	-0.66	0.9	1	-10	3	6	.	0.9	9
Cc1c(S(=O)(=O)N2CCN(C(c3ccccc3)c3ccccc3)CC2)c(=O)n(C)c(=O)n1C	.	1.1	0.8	6	16	-2	.	1.2	-13
O=C(c1ccc(Cn2cc(Br)cn2)o1)n1cccn1	0.02	0.5	0.8	-13	21	-2	1.1	1.1	55*
COc1ccc(S(=O)(=O)Cc2ccc(C(=O)N3CCN(Cc4ccccc4)CC3)o2)cc1	.	0.7	0.1	-9	87*	1	1.2	1.5	32
CN(C)c1ccc(CNC(=O)C2CCN(S(=O)(=O)c3ccc4c(c3)CCC(=O)N4)CC2)cc1	.	1	0.9	4	14	11	1.1	1.2	-2
Cc1ccc(S(=O)(=O)N2CCN(C(=O)Cc3ccccc3)CC2)cc1	-0.37	0.4	0.7	-44	33	-4	1	1	64*
CCNC(=O)c1cc2c(=O)n3cccc(C)c3nc2n(CCc2ccccc2)c1=N	-0.5	1	0.9	1	14	4	1.1	1.5	2

Assay outcomes as filed in PubChem BioAssay.
